Screening results as filed in PubChem BioAssay.
IL2 activator = IL-2 activation; activation, % (series mostly up to about 46 µM); IL-2 activation reporter assay, cell-based qHTS; stimulated with anti-CD3/CD4/CD28 beads; in transgenic mouse T cells; 360,000 compounds, 0.065% hits; AID 652025; in the data active means activation above about 50%; inconclusive means mostly about 30% to 49%; further: 0% is about no effect
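Using fluorescent plate cytometry, EGFP and DsRed are detected in transgenic mouse T cells stimulated 18 h at 37 degrees C with antibody-coated beads after 60 min compound pretreatment.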
WRN helicase inh = blocks human WRN helicase; Q14191; WRN helicase unwinding, fluorescent forked duplex, kinetic; Potency, µM (doses to about 114 µM), inactives show at the top dose activity change, negative = inhibition, usual class: inhibitors; 360,000 compounds, 0.46% hits; further: potency means the concentration at half of the fitted maximal effect; on the % scale 0 is the no-effect control and ±100 the full control effect; nearly all actives have a fitted effect of over 55% in size
Target sequence (Q14191 whole entry, looked up): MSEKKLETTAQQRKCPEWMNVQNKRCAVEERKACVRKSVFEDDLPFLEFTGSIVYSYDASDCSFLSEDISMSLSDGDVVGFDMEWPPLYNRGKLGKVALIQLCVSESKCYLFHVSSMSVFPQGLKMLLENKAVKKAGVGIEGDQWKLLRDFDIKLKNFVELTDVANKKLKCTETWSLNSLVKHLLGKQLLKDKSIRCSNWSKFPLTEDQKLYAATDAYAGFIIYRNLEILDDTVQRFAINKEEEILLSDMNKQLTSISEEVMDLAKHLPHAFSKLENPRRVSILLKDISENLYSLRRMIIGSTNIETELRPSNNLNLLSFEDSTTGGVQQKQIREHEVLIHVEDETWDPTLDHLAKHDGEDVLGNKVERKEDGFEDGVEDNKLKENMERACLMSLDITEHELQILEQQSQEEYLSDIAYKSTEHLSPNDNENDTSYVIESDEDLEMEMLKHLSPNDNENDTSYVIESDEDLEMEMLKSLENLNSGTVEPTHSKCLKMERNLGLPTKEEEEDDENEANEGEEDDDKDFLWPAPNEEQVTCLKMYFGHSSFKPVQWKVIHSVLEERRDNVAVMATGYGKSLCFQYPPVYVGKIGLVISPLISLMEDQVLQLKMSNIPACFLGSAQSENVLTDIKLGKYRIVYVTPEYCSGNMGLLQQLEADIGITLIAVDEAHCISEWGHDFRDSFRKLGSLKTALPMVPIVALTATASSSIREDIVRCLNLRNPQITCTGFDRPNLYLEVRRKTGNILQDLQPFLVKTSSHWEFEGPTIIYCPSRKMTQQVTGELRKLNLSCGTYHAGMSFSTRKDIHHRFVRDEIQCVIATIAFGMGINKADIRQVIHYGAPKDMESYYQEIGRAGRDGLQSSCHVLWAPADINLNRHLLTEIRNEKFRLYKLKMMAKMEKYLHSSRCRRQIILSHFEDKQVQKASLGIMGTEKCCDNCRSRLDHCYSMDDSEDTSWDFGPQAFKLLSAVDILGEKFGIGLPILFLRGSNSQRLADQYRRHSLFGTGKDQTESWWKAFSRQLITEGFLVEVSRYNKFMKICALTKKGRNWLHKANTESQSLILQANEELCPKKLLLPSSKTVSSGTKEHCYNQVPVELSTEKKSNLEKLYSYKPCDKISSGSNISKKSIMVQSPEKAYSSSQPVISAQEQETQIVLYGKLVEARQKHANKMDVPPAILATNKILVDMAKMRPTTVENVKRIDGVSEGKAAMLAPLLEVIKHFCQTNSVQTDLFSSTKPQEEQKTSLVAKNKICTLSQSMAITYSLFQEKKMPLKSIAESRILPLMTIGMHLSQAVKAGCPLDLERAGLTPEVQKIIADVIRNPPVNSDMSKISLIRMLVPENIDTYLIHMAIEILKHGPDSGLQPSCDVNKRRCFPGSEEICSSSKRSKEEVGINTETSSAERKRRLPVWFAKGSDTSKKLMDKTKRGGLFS
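Fluorescence dequenching readout, ex 525 nm/em 598 nm, kinetic mode: forked duplex DNA (100 nM final) with adjacent fluorophore and quencher unwound by WRN (20 nM final) with 2 mM ATP. Compound preincubation 15 min, room temperature.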
PI5P4Ka inh = inhibitors of human PI5P4K alpha. P48426. 330,000 compounds, 1.2% hits. PI5P4Kalpha enzyme, ADP-Glo luminescence, 60 min; hits give low values. max response, %; active means max response of -50% or lower; inconclusive means between -30% and -50%; inactive means -30% or higher; further: value at the top dose of about 77 µM; on the % scale 0 is the no-effect control and ±100 the full control effect
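PI5P4Kalpha ADP-Glo assay; 5 microM ATP final; 60 min RT reaction; HEPES pH 7.4/EGTA/CHAPS, 5% DMSO; controls lacking substrate or enzyme; luminescent end-point.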
PLK1 PBD block = blocks phosphopeptide binding to human PLK1 polo-box domain; P53350; Plk1 PBD binding of FITC phosphopeptide, fluorescence polarization; Potency, µM, for the others: max response, negative = inhibition, hits mostly inhibitors; 360,000 compounds, 2.8% hits; further: potency means the concentration at half of the fitted maximal effect; series mostly up to about 57 µM; on the % scale 0 is the no-effect control and ±100 the full control effect; nearly all actives have a fitted effect of over 65% in size
CCT modulator = modulators of cytosolic chaperonin (CCT/TRiC) activity | purified chaperonin ATPase assay, HTRF ADP detection, 30 min | activity change, % (concentration not given with the values), hits read low | AID 651819 | 360,000 compounds, 0.3% hits; in the data active means activity change below about -30%; further: on the % scale 0 is the no-effect control and ±100 the full control effect
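ATPase activity: ADP formed was measured by HTRF Transcreener (665/615 nm ratio) after 30 min at 37 deg C with 10 uM ATP. Compounds screened at one 76 uM concentration against 40 or 20 nM TRiC in Tris pH 7.4/KCl/MgCl2/DTT buffer.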
EPAC1 ag = EPAC1 (human) agonism | O95398 | EPAC1 agonist qHTS, biochemical assay; response scale: 100% = response to 6.5 mM cAMP | Potency, µM (highest dose often 154 µM), without a hit: at the highest dose activation, usual class: activators | 360,000 compounds, 0.073% hits; further: potency means the concentration at half of the fitted maximal effect; nearly all actives have a fitted effect of over 60% in size
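Normalized to 6.5 mM cAMP, activity reflects EPAC1-catalysed release of BODIPY-GDP from Rap1B, followed kinetically over 30 min at 480 nm excitation, 540 nm emission. Reaction contained 100 nM EPAC1, 250 nM Rap1B-BODIPY-GDP, 50 uM GDP.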
EPAC1 antag = antagonists of human EPAC1. EPAC1 GEF assay, Rap1b-BODIPY-GDP exchange fluorescence. O95398. Potency, µM (doses to about 115 µM), without a hit: at the highest dose activity change, negative = inhibition, usual class: inhibitors. AID 720709. 360,000 compounds, 0.14% hits;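 further: potency means the concentration at half of the fitted maximal effect; plate controls were vehicle for no effect and positive control for full effect; nearly all actives have a fitted effect of over 50% in size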
EPAC2 agonist = agonists of human EPAC2 (RAPGEF4); Q8WZA2; EPAC2 activation, biochemical qHTS; response scale: 100% = 6.5 mM cAMP response; Potency, µM (series often up to 154 µM), for inactives: at the highest dose activation, usual class: activators; 360,000 compounds, 0.079% hits; further: potency means the concentration at half of the fitted maximal effect; nearly all actives have a fitted effect of over 50% in size
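In this primary screen, activation is scored as increased exchange of BODIPY-GDP from Rap1B by 100 nM EPAC2, with 50 uM GDP as competitor. Signal is normalized to the 6.5 mM cAMP agonist control.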
An asterisk follows results filed as active; ? = inconclusive; . = no result given; [ ] = another dose, or the depositor's remark. Unless noted, the call rests on the fitted dose curve; in most records, active means well fitted curve in the direction sought with a large enough effect; inconclusive means small, poorly fitted or top-dose-only effect, or another doubt; inactive means no such curve, though single readings can be large; an effect the other way counts as inactive or inconclusive.

1	CC(Sc1nnc(-c2cccnc2)n1N)C(=O)Nc1ccc2c(c1)OCCO2 (stereo unspecified)
2	CN(CCOc1ccc(Cl)cc1)C(=O)c1ccccc1SCC(=O)N1CCCC1
3	COc1ccc(NC(=O)/C(C#N)=C/c2ncc([N+](=O)[O-])n2C)c(OC)c1
4	CN(C)Cc1c(C(=O)N/N=C/c2cccc(OCc3ccc(F)cc3)c2)nnn1-c1nonc1N
5	Nc1ccccc1Nc1cc(-c2ccccc2)nn1-c1cccc(Cl)c1
6	COc1ccc(CNC(=O)COC(=O)c2ccc(S(=O)(=O)N3CCCCC3)cc2)cc1
7	Nc1nnc(/C=C/c2ccccc2Cl)s1
8	Cn1nnnc1SCC(=O)NC1CCCC1
9	CCN1CCN(c2ccc(S(=O)(=O)N3CCOCC3)cc2N)CC1
10	COc1cccc(CC(NC(C)=O)C(=O)NC2CCN(c3nc(C)cc(C)c3C#N)CC2)c1OC (stereo unspecified)
Assay by compound | 1 | 2 | 3 | 4 | 5 | 6 | 7 | 8 | 9 | 10
IL2 activator | 2.3 | -0.8 | 1.0 | -3.8 | -5.6 | -3.3 | 3.6 | 0.6 | -1.0 | -1.7
WRN helicase inh | -1% | -5% | -15% | 5% | 2% | 5% | -3% | 7% | -14% | -3%
PI5P4Ka inh | 3 | 4 | -3 | -4 | 16 | -9 | -22 | 2 | 6 | 7
PLK1 PBD block | -12% | 0% | -17% | 0% | -2% | -6% | ? | -10% | -2% | -7%
CCT modulator | 2.1 | 1.9 | -0.7 | -1.3 | -2.6 | -0.1 | -5.8 | 1.4 | -0.3 | 1.2
EPAC1 ag | 2% | 4% | 4% | -1% | 3% | -9% | -1% | 7% | -1% | 1%
EPAC1 antag | -2% | -2% | -37% | 3% | ? | -8% | -3% | 4% | -6% | 9%
EPAC2 agonist | -3% | -2% | 13% | -3% | 10% | -7% | 18% | 8% | 14% | 5%

11	COc1cc(C(=O)O/N=C2\C=CC(=O)C(C)=C2)cc(OC)c1OC
12	COc1ccc(CNC(=S)Nc2ccccc2Cl)cc1
13	Cn1c(C(=O)NCC2CCCO2)cc2oc3ccccc3c21 (stereo unspecified)
14	CCc1nc2ccccc2n1Cc1ccc(F)cc1
15	CC(=O)COc1ccc2c3c(c(=O)oc2c1C)CCCCC3
16	Cc1ccnn1Cc1cc(C(=O)O)c2ccccc2n1
17	CC(=O)N1c2ccccc2[C@H](C)[C@H]1C
18	c1ccc(-c2csc3ncnc(NCCN4CCOCC4)c23)cc1
19	CCOC(=O)CSc1nnc(CNC(=O)c2ccco2)n1-c1ccc(F)cc1
20	O=C(NCc1ccc(F)cc1)C1CCCN(S(=O)(=O)c2cccc3nonc23)C1 (stereo unspecified)
Assay by compound | 11 | 12 | 13 | 14 | 15 | 16 | 17 | 18 | 19 | 20
IL2 activator | 1.9 | 1.0 | -0.5 | -0.3 | 0.6 | -0.5 | -3.5 | -4.7 | -2.3 | -1.0
WRN helicase inh | 4% | 3% | 1% | -2% | -15% | -4% | -9% | -7% | 2% | 1%
PI5P4Ka inh | . | 3 | -2 | 2 | . | 1 | 3 | -2 | . | 5
PLK1 PBD block | 21µM* | -11% | 5% | 0% | -2% | -10% | 2% | -13% | -4% | -10%
CCT modulator | -2.4 | -1.7 | -1.1 | -0.4 | 0.4 | -0.2 | 0.3 | -0.2 | -0.7 | -0.3
EPAC1 ag | 0% | 15% | -2% | -6% | -6% | 7% | -2% | 8% | 9% | 3%
EPAC1 antag | 6% | -24% | 10% | 7% | 3% | 13% | 2% | 4% | 5% | -9%
EPAC2 agonist | -9% | 19% | ? | -10% | 4% | 10% | 2% | 7% | 12% | 4%

21	COC(=O)[C@@]12C[C@@H](CC(=O)NCc3ccc(C)o3)C(=O)N(CCc3ccc(OC)c(OC)c3)C1=CCC(C)(C)C2
22	CC(C)(C)c1cc(/C=N/NC(=O)C[n+]2ccccc2)cc(C(C)(C)C)c1O
23	CC(C)C(=O)NC(C)C(c1cccs1)N1CCOCC1 (stereo unspecified)
24	O=C(NC1CCN(Cc2ccccc2)CC1)C1CCN(c2nnc(-n3cccc3)s2)CC1
25	COc1ccc2c(c1)OC[C@H]1[C@@H]2N2C(=O)CNC(=O)[C@@]2(C)[C@H]1c1ccccc1
26	Cc1cc(Nc2ccc3c(c2)OCCO3)n2nc(C)nc2n1
27	CSc1ccccc1NC(=O)COC(=O)c1cnc(C)cn1
28	Cc1cccc(NC(=O)CN2CCN(C(=O)c3ccc(-c4nc5ccccc5s4)o3)CC2)c1C
29	COc1ccccc1NC(=O)N1CCCC1C(=O)NCc1ccccc1F (stereo unspecified)
30	O=C1CC(C(=O)N2CCC(N3CCC(C(=O)NC4CC4)CC3)CC2)c2ccccc21 (stereo unspecified)
Assay by compound | 21 | 22 | 23 | 24 | 25 | 26 | 27 | 28 | 29 | 30
IL2 activator | -0.5 | 0.7 | 0.2 | 0.4 | 0.8 | -2.7 | -1.0 | -0.6 | 0.9 | -0.3
WRN helicase inh | -11% | -1% | -2% | 0% | 0% | -3% | 4% | -8% | 0% | -18%
PI5P4Ka inh | 3 | 3 | . | 6 | -1 | 0 | -7 | -2 | 0 | -1
PLK1 PBD block | -15% | 3% | -2% | -12% | -10% | 6% | 1% | ? | 0% | -18%
CCT modulator | . | -7.2 | -2.8 | -2.2 | 0.4 | -0.3 | -1.1 | -0.8 | 1.7 | -1.0
EPAC1 ag | -12% | 1% | 3% | 10% | -11% | 0% | 2% | -10% | -4% | 1%
EPAC1 antag | -28% | 0% | 8% | -2% | -12% | 2% | -3% | -12% | 11% | -15%
EPAC2 agonist | -2% | 12% | 7% | 2% | 10% | 3% | -4% | 5% | -5% | 13%

31	Cn1c(Cn2c(=O)sc3ccccc32)nnc1SCC(=O)NCc1ccc(F)cc1
32	Cc1cc(C)n(Cc2nc3ccccc3n2C)n1
33	C/C(CC(=O)Nc1cc(C)ccn1)=N\NC(=O)c1ccccc1C
34	CC(=O)Nc1ccc(NC(=O)CN(C)S(=O)(=O)c2ccc3ccccc3c2)cc1
35	COCCNC(=O)C1CC2Cn3c(nc4cc(C)c(C)cc43)C2N1C (stereo unspecified)
36	CCCCCc1c(-c2ccc(F)cc2)ncn1CCc1ccccc1OC
37	O=C(NCc1cccs1)c1cccc2c(-c3cccnc3)coc12
38	CCn1c(Cc2ccccc2)nnc1SCC(=O)Nc1ccc(S(N)(=O)=O)cc1
39	COc1ccccc1NC(=O)CS(=O)(=O)c1cccc2nsnc12
40	CCOC(=O)c1nc(Nc2ccc(C(=O)O)cc2)c2ccccc2n1
Assay by compound | 31 | 32 | 33 | 34 | 35 | 36 | 37 | 38 | 39 | 40
IL2 activator | -3.7 | 0.8 | -0.7 | -1.8 | -0.2 | -1.0 | -1.0 | -0.8 | -0.2 | -5.4
WRN helicase inh | 6% | -6% | -8% | 12% | -10% | -14% | -6%[57.1 µM] | -5% | 1% | -36%
PI5P4Ka inh | -2 | -1 | 4 | 1 | -1 | -3 | -3 | . | -3 | -8
PLK1 PBD block | 5% | 3% | -6% | -16% | -15% | -6% | -2% | -7% | -4% | -6%
CCT modulator | 1.2 | -0.5 | -13 | -13 | 2.2 | 1.3 | -3.5 | -3.5 | 2.9 | -2.6
EPAC1 ag | -22% | -3% | -19% | 15% | -9% | -17% | -1% | 5% | -6% | -4%
EPAC1 antag | -4% | -9% | -10% | -7% | -14% | -25% | -13% | 2% | 7% | -1%
EPAC2 agonist | -4% | 1% | -11% | 8% | 2% | -3% | 10% | 10% | 2% | 2%

41	Cc1ccc(S(=O)(=O)N(C)CCCC(=O)NC(C)(C)C)cc1
42	CC(NC(=O)c1ccccc1)C(=O)OCC(=O)Nc1cccc(S(=O)(=O)N2CCCC2)c1 (stereo unspecified)
43	Cc1cccc(CC(=O)Nc2sc(C(C)C)cc2C(=O)N2CCOCC2)c1
44	Cc1nnc(SCc2ccc([N+](=O)[O-])cc2)o1
45	O=c1cc(CN2CCN(c3cccc(Cl)c3)CC2)c2cc3c(cc2o1)CCCC3
46	C=CCN1C(=O)C2C3C=CC(C2C1=O)C1C2C(=O)N(CC=C)C(=O)C2C31 (stereo unspecified)
47	CC(=C1C2C=CC1C1C(=O)NC(=O)C21)c1ccccc1 (stereo unspecified)
48	c1ccc(-n2c(Cc3cn4ccsc4n3)nnc2N2CCOCC2)cc1
49	COc1ccc(Cl)cc1NC(=O)c1ccccc1C
Assay by compound | 41 | 42 | 43 | 44 | 45 | 46 | 47 | 48 | 49
IL2 activator | -2.5 | -4.1 | -3.6 | -1.1 | -0.3 | -0.7 | -2.1 | -1.5 | 0.0
WRN helicase inh | -2% | -6% | -10% | -4% | 1% | 0% | -1% | 0% | -10%
PI5P4Ka inh | 1 | -12 | 10 | -20 | . | -2 | . | . | 11
PLK1 PBD block | -16% | 2% | -12% | 3.8µM* | -6% | -8% | -6% | -12% | -3%
CCT modulator | 3.8 | -5.1 | -0.5 | 0.2 | -1.9 | 2.1 | 0.4 | -3.8 | -0.1
EPAC1 ag | 9% | 13% | -1% | 4% | 6% | -3% | 2% | 7% | 12%
EPAC1 antag | -3% | 2% | -5% | -12% | 5% | 4% | 2% | 6% | 0%
EPAC2 agonist | 10% | 6% | 5% | 11% | 11% | 5% | 3% | 12% | 0%

In the list so far, these contain an aryl thioether with sulfur outside any ring.
1	CC(Sc1nnc(-c2cccnc2)n1N)C(=O)Nc1ccc2c(c1)OCCO2 (stereo unspecified)
2	CN(CCOc1ccc(Cl)cc1)C(=O)c1ccccc1SCC(=O)N1CCCC1
8	Cn1nnnc1SCC(=O)NC1CCCC1
19	CCOC(=O)CSc1nnc(CNC(=O)c2ccco2)n1-c1ccc(F)cc1
27	CSc1ccccc1NC(=O)COC(=O)c1cnc(C)cn1
31	Cn1c(Cn2c(=O)sc3ccccc32)nnc1SCC(=O)NCc1ccc(F)cc1
38	CCn1c(Cc2ccccc2)nnc1SCC(=O)Nc1ccc(S(N)(=O)=O)cc1
44	Cc1nnc(SCc2ccc([N+](=O)[O-])cc2)o1
Assay by compound | 1 | 2 | 8 | 19 | 27 | 31 | 38 | 44
IL2 activator | 2.3 | -0.8 | 0.6 | -2.3 | -1.0 | -3.7 | -0.8 | -1.1
WRN helicase inh | -1% | -5% | 7% | 2% | 4% | 6% | -5% | -4%
PI5P4Ka inh | 3 | 4 | 2 | . | -7 | -2 | . | -20
PLK1 PBD block | -12% | 0% | -10% | -4% | 1% | 5% | -7% | 3.8µM*
CCT modulator | 2.1 | 1.9 | 1.4 | -0.7 | -1.1 | 1.2 | -3.5 | 0.2
EPAC1 ag | 2% | 4% | 7% | 9% | 2% | -22% | 5% | 4%
EPAC1 antag | -2% | -2% | 4% | 5% | -3% | -4% | 2% | -12%
EPAC2 agonist | -3% | -2% | 8% | 12% | -4% | -4% | 10% | 11%

Only part of the results is shown, so the mix of outcomes need not match the whole.
